# LAP4 TOR yeast: modulators of TOR pathway LAP4-GFP in S. cerevisiae; S. cerevisiae LAP4-GFP multiplex, flow cytometry GFP, 3 h; median GFP as percent of DMSO wells; GFP response vs DMSO, % at 10 µM; actives 0.34% (n = 320,000); AID 2023;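 active means GFP response vs DMSO above a set limit, about the screen mean plus 3 SD, cut at about 150% in these data; inconclusive means under 70 cell events counted for the yeast strain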
# AHR act: human AHR activation; P35869; AHR-responsive luciferase reporter cells, luminescence; activation, % at 5 µM; actives 2.5% (n = 320,000); AID 2796; in the data active means activation above about 47%;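 further: 0% = vehicle wells and 100% = reference agonist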
# Target sequence (P35869 whole entry, looked up): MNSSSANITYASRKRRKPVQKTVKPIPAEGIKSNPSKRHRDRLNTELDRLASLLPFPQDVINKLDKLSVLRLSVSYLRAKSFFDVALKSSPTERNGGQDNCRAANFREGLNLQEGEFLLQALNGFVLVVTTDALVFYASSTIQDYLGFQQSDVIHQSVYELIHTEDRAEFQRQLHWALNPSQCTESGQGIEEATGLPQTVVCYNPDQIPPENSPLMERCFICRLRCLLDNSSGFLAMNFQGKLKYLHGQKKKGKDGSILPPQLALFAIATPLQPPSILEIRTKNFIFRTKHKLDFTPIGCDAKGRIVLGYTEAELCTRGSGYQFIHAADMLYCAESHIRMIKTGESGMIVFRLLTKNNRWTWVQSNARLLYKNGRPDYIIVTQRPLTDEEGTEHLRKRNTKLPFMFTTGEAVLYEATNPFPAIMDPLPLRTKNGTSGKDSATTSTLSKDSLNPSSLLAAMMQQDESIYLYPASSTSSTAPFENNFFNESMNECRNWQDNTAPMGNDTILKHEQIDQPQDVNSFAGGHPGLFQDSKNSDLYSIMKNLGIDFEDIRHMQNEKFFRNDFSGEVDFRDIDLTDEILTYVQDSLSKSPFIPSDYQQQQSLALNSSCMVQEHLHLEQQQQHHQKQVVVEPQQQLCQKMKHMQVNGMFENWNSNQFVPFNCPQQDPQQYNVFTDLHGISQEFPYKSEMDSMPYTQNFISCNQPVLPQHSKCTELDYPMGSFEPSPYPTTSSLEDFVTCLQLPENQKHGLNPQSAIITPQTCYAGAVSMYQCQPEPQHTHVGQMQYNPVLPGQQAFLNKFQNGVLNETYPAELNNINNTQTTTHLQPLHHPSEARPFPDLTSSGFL
# MEP2 TOR yeast: modulators of TOR pathway MEP2-GFP in S. cerevisiae; actives 0.51% (n = 330,000); GFP response vs DMSO, % at 10 µM; S. cerevisiae MEP2-GFP strain, flow cytometry GFP, 3 h; 100% = DMSO control level;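 active means GFP response versus DMSO above a set limit, roughly screen mean plus 3 SD, cut at about 180% in these data; inconclusive means fewer than 70 cells counted for a yeast strain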;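 further: median GFP fluorescence of the barcode-gated MEP2-GFP cells per well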
# JMJD2C inh: human JMJD2C demethylase inhibition; Q9H3R0; GST-JMJD2C(1-420) H3K9me3 demethylation, DELFIA europium; inhibition, % at 2.35 µM; actives 0.069% (n = 330,000);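 active means more than half of a compound's replicate wells show inhibition beyond 50%, single wells judged on their own value; inconclusive means some, but no more than half, of replicates pass 50% inhibition; inactive means no replicate passes 50% inhibition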;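 further: signal counts dimethyl H3K9 product captured on neutravidin plate; 0% = median of DMSO wells and 100% = 0.3 times that DMSO median; strong numbers were not always called active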
# proCasp3 act: activates human procaspase-3; recombinant procaspase-3 D3A, Ac-DEVD-pNA absorbance 405 nm; P42574; actives 0.11% (n = 330,000); activation, % at 8.5 µM;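 active means activation above the mean of all tested compounds plus 3 SD, cut at about 21% in these data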;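 further: 0% = DMSO alone and 100% = DMSO wells spiked with extra 5 µM PC-3 D3A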
# Target sequence (P42574 whole entry D9A/D28A/D175A): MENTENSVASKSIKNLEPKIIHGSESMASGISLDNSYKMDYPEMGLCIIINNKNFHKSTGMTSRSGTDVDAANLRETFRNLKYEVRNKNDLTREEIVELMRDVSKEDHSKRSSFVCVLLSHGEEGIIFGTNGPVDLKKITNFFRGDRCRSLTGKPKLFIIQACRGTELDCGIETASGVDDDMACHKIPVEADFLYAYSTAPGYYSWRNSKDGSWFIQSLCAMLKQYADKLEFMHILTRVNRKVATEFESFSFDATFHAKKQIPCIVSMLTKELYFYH
#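 System: Procaspase-3 D3A mutant. Medium: Zinc-free 300 mM NaCl, 50 mM HEPES, 0.01% Triton X-100. Schedule: 1 h preincubation plus 2 h reaction at 25 °C. Measured by: 405 nm absorbance of p-nitroaniline, reads at 0 and 120 min. Read-out: percent activation relative to control range.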
# RPL19A TOR yeast: yeast TOR pathway RPL19A-GFP modulation | S. cerevisiae RPL19A-GFP strain, flow cytometry, 3 h; stronger effect = lower value | percent response vs DMSO, % at 10 µM | actives 0.3% (n = 330,000);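 active means percent response vs DMSO below 50%; inconclusive means fewer than 70 events counted for the yeast strain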;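 further: median channel GFP fluorescence of the barcoded RPL19A-GFP strain; ratio of sample median GFP to plate DMSO average so 100% = DMSO; lower means less RPL19A-GFP as with rapamycin TOR inhibition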
# proCasp7 act: counter-screen for procaspase-3 activators: activators of human procaspase-7; P55210; recombinant procaspase-7, Ac-DEVD-pNA absorbance 405 nm; D23A/D198A/D206A triple mutant, cannot self-cleave; scale: DMSO 0, 5 µM enzyme 100; activation, % at 8.5 µM; actives 0.093% (n = 330,000); AID 463210;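 active means percent activation above the screen-wide mean plus 3 SD, cut at about 25% in these data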
#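 Assay system: Uncleavable procaspase-7 mutant enzyme; Input: 2 µM procaspase-7 mutant as dispensed; Also added: DEVD-pNA substrate; Medium: Zinc-free HEPES pH 7.4 with 300 mM NaCl, 0.01% Triton X-100; Timing: 1 h compound preincubation, 2 h substrate cleavage, 25 °C; Measured by: Epi-absorbance of released pNA at 405 nm, two timepoints.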
# Yeast superoxide: caloric restriction mimetics inhibiting age-related superoxide in yeast; S. cerevisiae aged cells, superoxide DHE fluorescence; stronger effect = lower value; superoxide response (% of plate mean), % at 10 µM; actives 0.18% (n = 330,000); AID 2690;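 active means superoxide response under a set limit, about three screen SD below normal, cut at about 65% in these data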;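 further: yeast aged for seven days with compound at 30 °C before DHE staining; 100% = average MFI of all compound-treated wells on the plate with controls excluded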
# Numbers without * were called inactive; i = inactive; ? = inconclusive; · = no result given; & = joins results of further samples; [ ] = remark or other dose.
SMILES,LAP4 TOR yeast,AHR act,MEP2 TOR yeast,JMJD2C inh,proCasp3 act,RPL19A TOR yeast,proCasp7 act,Yeast superoxide
CCn1c(=O)c(C(=O)CN2c3ccccc3CC2C)c(N)n(Cc2ccccc2)c1=O (centres undefined),105,16,103,31,-9,100,-2,114
N#Cc1ccc2[nH]c(CO)c(-c3ccccc3)c2c1,102,46,106,-3,6,101,-5,101
CC1CN(Cc2cc(=O)n3ccsc3n2)CC(C)O1 (centres undefined),105,1,102,56,6,93,5,105
C=CCN1C(=O)c2ccc(C(=O)N(CCOC)c3c(N)n(CCCC)c(=O)[nH]c3=O)cc2C1=O,97,-1,104,0,-2,100,0,101
COc1ccc(C(=O)Nc2ccccc2C(=O)NC(Cc2ccc(O)cc2)C(=O)NNC(=O)c2ccncc2)cc1 (centres undefined),98,0,104,-4,-2,101,3,101
CCC(C)(C)NC(=O)C(OC(=O)c1ccco1)c1ccccc1F (centres undefined),90,-2,102,5,-3,103,-49,93
COc1cccc(CNc2ncn[nH]2)c1OCc1ccccc1F,83,4,91,-6,10,95,1,92
COC(=O)c1sccc1-c1ccc(/C=N/OCc2c(Cl)cccc2Cl)o1,103,-2,100,-18,-1,102,12,95
CCn1c(=O)c(C(=O)NC(C)C)c(O)c2ccccc21,102,76*,97,-3,-5,94,-7,100
COc1ccc2c(Cl)c(C(=O)N/N=C/c3c(C)[nH]c4ccccc34)sc2c1,103,24,104,-41,-3,112,2,97
COC(=O)CC1(c2ccc(OC)cc2)C(=O)c2ccccc2C1=O,114,2,98,5,3,97,-3,113
Cc1cc2c(=O)n(C)c(SCC(=O)Nc3ccccc3)nc2s1,88,11,102,0,-4,108,10,83
CN(C)S(=O)(=O)Oc1cccc(C(=O)Nc2ccc(Cl)c(Cl)c2)c1,99,26,106,27,3,99,11,98
CCCCN1c2ccccc2N(CCCO)c2cc(C)nnc21,97,12,105,-1,16,97,13,87
Cc1ccc(S(=O)(=O)Nc2ccccc2CNc2ncc(Br)cc2Br)cc1,99,7,104,-1,-1,102,-1,117
Cc1ccc(-n2c(SCC(=O)N3CCCCC3)nc(O)cc2=O)cc1,97,1,94,-9,-1,91,-2,122
COc1cc(OC)cc(-c2c(C#Cc3ccsc3)c3cc(-c4ccc(C(N)=O)cc4)ccc3n2C)c1,86,2,94,13,9,93,5,120
C[C@H](NC(=O)OC(C)(C)C)C(=O)NCC1CCC(C(=O)O)CC1 (some centres undefined),105,0,105,-1,2,100,-3,113
COc1cc(CCC(=O)OCC(=O)Nc2ccc(F)c(F)c2)cc(OC)c1OC,99,-2,103,-10,5,100,17,95
O=C(CCCNS(=O)(=O)c1ccc(Cl)c(Cl)c1)NCCc1ccccn1,106,3,100,-10,-4,90,8,99
O=C(c1cccnc1)N1CCN(Cc2ccc3ccccc3c2)CC1,107,0,100,-3,5,102,-6,102
CCOC(=O)c1ccc(NC(=O)CNC(=O)c2ccccc2)cc1,82,0,105,-3,4,102,3,97
O=C1Nc2cccnc2N(C(=O)CCl)c2ccccc21,91,1,105,-15,-1,102,4,105
COc1ccccc1C(CNC(=O)c1oc2ccccc2c1C)N1CCCC1 (centres undefined),100,12,100,2,-5,97,0,97
O=C(O)CSc1nnnn1-c1ccc2c(c1)OCCO2,108,2,106,0,0,103,16,88
CC(C)OP(=O)(OC(C)C)C(O)c1ccc(N(C)C)cc1 (centres undefined),104,1,93,13,5,97,1,99
Cc1cc(Br)ccc1NC(=O)CN1C(=O)C2CC=CCC2C1=O (centres undefined),91,1,103,-13,-1,95,1,107
CCCCCCCN1CCC(=O)N(CCO)CC1,105,1,95,2,1,94,11,98
O=C(O)c1ccc(CSc2nc3ccccc3[nH]2)cc1,89,0,111,-3,9,105,10,108
O=C(NCCc1nc2ccccc2[nH]1)Nc1ccccc1,103,0,101,95,6,97,20,108
Cn1c(=O)[nH]c(=O)c2[nH]c(CN3CCN(C(=O)c4ccco4)CC3)nc21,100,1,114,2,6,102,-7,105
Cc1ccc(NC(=O)c2cccc(S(=O)(=O)N3CCN(c4ccccc4)CC3)c2)nc1,110,1,113,-15,2,108,4,96
O=C(CNCC1CCCO1)Nc1ccccc1N1CCCCCC1 (centres undefined),93,2,103,2,-2,95,1,103
O=C(O)c1cc2nc(C3CC3)cc(C(F)(F)F)n2n1,101,-1,99,4,-5,102,-5,99
CC(=O)c1cccc(NC(=O)NC2CC3CCCC(C2)N3CC(C)C)c1 (centres undefined),97,-2,106,-5,10,103,4,87
C=CCN(CC=C)CCOc1cc(C)ccc1[N+](=O)[O-],90,7,101,-2,0,101,5,118
CCc1ccc(NC(=O)COc2ccc(Br)cn2)cc1,89,15,100,-3,9,100,6,101
COC(=O)CCC(=O)OC1(C)C(=O)C2=CN(Cc3ccccc3)C(c3ccc(OC)cc3)=CC2=C(Br)C1=O (centres undefined),98,4,99,-1,-2,109,-21,105
CC(C)Cn1c(N)c(C(=O)COC(=O)C2CCCCC2)c(=O)n(C)c1=O,98,0,109,1,5,106,4,94
O=C(N/N=C/c1ccccc1)c1[nH]ncc1Br,96,7,98,1,6,92,-2,94
COc1ccccc1OCC(O)CN1C(=O)NC(C)(C)C1=O (centres undefined),106,-1,106,0,-3,99,-1,96
O=C(C1CC(=O)N(c2ccc(Br)cc2)C1)N1CCCC1 (centres undefined),109,-5,100,?,6,108,-5,93
CS(=O)(=O)N1CCN(CCN2C(=O)c3cccc4cccc(c34)C2=O)CC1,101,-3,98,4,-4,94,4,89
Cc1ccc2oc3c(SCc4nc5ccccc5[nH]4)nc(C)nc3c2c1,112,24,90,·,-3,90,6,109
CC(=O)c1ccc(NC(=O)c2ccc3nc(-c4ccco4)c(-c4ccco4)nc3c2)cc1,100,-1,105,-2,-11,102,-17,72

# Among those listed so far, these contain a thiophene ring, fused or not:
SMILES,LAP4 TOR yeast,AHR act,MEP2 TOR yeast,JMJD2C inh,proCasp3 act,RPL19A TOR yeast,proCasp7 act,Yeast superoxide
COC(=O)c1sccc1-c1ccc(/C=N/OCc2c(Cl)cccc2Cl)o1,103,-2,100,-18,-1,102,12,95
COc1ccc2c(Cl)c(C(=O)N/N=C/c3c(C)[nH]c4ccccc34)sc2c1,103,24,104,-41,-3,112,2,97
Cc1cc2c(=O)n(C)c(SCC(=O)Nc3ccccc3)nc2s1,88,11,102,0,-4,108,10,83
COc1cc(OC)cc(-c2c(C#Cc3ccsc3)c3cc(-c4ccc(C(N)=O)cc4)ccc3n2C)c1,86,2,94,13,9,93,5,120

# Later entries
SMILES,LAP4 TOR yeast,AHR act,MEP2 TOR yeast,JMJD2C inh,proCasp3 act,RPL19A TOR yeast,proCasp7 act,Yeast superoxide
FC(F)(F)C(F)(F)c1nnc2ccc(-n3ccnc3)nn12,105,-2,102,-2,2,102,5,96
COc1cccc(C2C(C#N)=C(N)Oc3cc(C)oc(=O)c32)c1OC (centres undefined),107,1,122,11,4,107,4,97
Cc1occc1C(=O)N1CCCC(Nc2ccc(C(C)C)cc2)C1 (centres undefined),85,6,113,1,1,113,8,101
CN(C(=O)c1cc(S(=O)(=O)N2CCCCC2)c[nH]1)C1CCCCC1,102,-2,108,-6,12,101,1,105
COc1ccc(CN2C(=O)c3c(c(C)n(C)c3C)C2C(=O)NC2CCC(C)CC2)cc1 (centres undefined),97,1,96,-4,-2,104,-2,94
CCCn1c(=O)[nH]c(=O)c2c1nc(-c1ccc3c(c1)OCCO3)n2CCN1CCOCC1,104,2,105,4,9,101,5,103
O=C(c1cc([N+](=O)[O-])ccc1N1CCOCC1)N1CCN(c2ccccc2)CC1,99,3,102,22,-3,116,5,110
CSCCC(NC(=O)/C(=C/c1ccco1)NC(=O)c1ccc(Br)o1)C(=O)O (centres undefined),103,0,109,-5,-1,105,-15,91
COc1ccc(CN(Cc2ccc(C(=O)O)cc2)C(=S)Nc2cccc(C)c2)cc1OC,104,2,113,14,-10,102,10,87
c1ccc(-n2nnnc2OCCOc2nnnn2-c2ccccc2)cc1,96,5,106,-2,13,98,6,96
COc1cccc(C2NC(=S)NC3=C2CCc2ccccc23)c1 (centres undefined),98,7,109,i,-10,106,-8,87
COc1ccc(CNC(=O)c2cc(=O)c3cc(C)ccc3o2)cc1,111,1,100,1,-3,98,5,83
Cc1ccc2cc(C#N)c(N3CCN(C(=O)c4cccs4)CC3)nc2c1,87,22,101,7,2,100,1,99
O=C(Nc1ccc(Cl)cc1Cl)C1CCC(=O)N1Cc1ccccc1Cl (centres undefined),106,4,107,-3,2,102,8,102
COCCCN1C(=O)c2ccc(C(=O)OCC(=O)N(C)c3ccccc3)cc2C1=O,97,-1,95,1,11,96,3,109
CC(C)(C)c1cc(/C=C2\NC(=O)NC2=O)cc(C(C)(C)C)c1O,92,2,105,14,8,101,2,100
Cc1sc2ccccc2[n+]1CCC(C)S(=O)(=O)[O-] (centres undefined),101,-2,102,25,-21,98,-31,90
Cc1cccc(Cn2c(C)c(C)c3cc(C(=O)NCCN4CCOCC4)ccc32)c1,86,-2,100,-6,2,99,2,102
Cc1ccc2[nH]c(CNC(=O)C3CCCCC3)cc2c1,103,·,104,-2,·,98,·,105
COc1ccc(C2=CC(=O)CC(c3ccc(OC)cc3)C2)cc1 (centres undefined),121,3,90,-6,4,99,-4,95
COc1ccc(NC(=O)[C@@H](NC(=O)c2ccccc2F)C(C)C)cc1S(=O)(=O)N1CCOCC1,98,-1,108,2,-4,105,5,115
O=C(Cc1ccccc1Cl)N1CCOCC1,86,-2,99,-7,6,108,-3,95
O=C(CN1C(=O)C2CC=CCC2C1=O)Nc1ccc(F)cc1F (centres undefined),104,1,101,-6,-9,98,0,82
Cc1ccc(NC(=O)C(C)NC(=O)OCc2ccccc2)cc1C (centres undefined),109,0,99,0,5,97,3,98
CCc1cc2c(COC(=O)c3cc(S(=O)(=O)N4CCOCC4)ccc3F)cc(=O)oc2cc1O,109,0,105,-12,8,107,7,98
CC(C)C(c1nnnn1Cc1ccccc1)N(CCCO)Cc1cc2cc3c(cc2[nH]c1=O)OCO3 (centres undefined),89,64*,103,8&10,1,91,11,89
COCCCNC(=O)c1c(N)n(-c2ccccc2)c2nc3ccccc3nc12,·,15,106,20,1,93,-13,95
Cc1c(NC(=O)c2ccc(Cl)c(S(=O)(=O)N3CCCCC3)c2)c(=O)n(-c2ccccc2)n1C,92,-2,97,13,1,103,7,109
C=Cn1ccnc1P(=S)(c1ccc2c(c1)c1ccccc1n2CC)c1nccn1C=C,100,6,102,-1,-1,101,6,106
Cc1ccc(OCc2cc(C(=O)N3CCCC3)no2)cn1,102[may fluoresce green],8,105[may fluoresce green],3,5,98[may fluoresce green],8,88
COC(=O)c1ccc(NC(CC(C)C)C(=O)OC)c([N+](=O)[O-])c1 (centres undefined),95,-1,109,0,-3,101,-1,115
CSc1ccc(/C=N/n2c(COc3ccccc3)n[nH]c2=S)cc1,101,1,103,15,0,98,6,97
O=C(CCn1c(=O)[nH]c2ccsc2c1=O)NCc1ccc(F)cc1,113,0,103,-7,-5,98,6,96
